# Source: PubChem
# EPAC1 antagonist – qHTS for Antagonist of cAMP-regulated guanine nucleotide exchange factor 3 (EPAC1): primary screen; EPAC1 GEF assay, Rap1b-BODIPY-GDP exchange fluorescence; Potency, µM (titrated, usually from 115 µM), for the others: at the highest dose activity change, negative = inhibition, most hits filed as inhibitors; 360,000 tested, 0.14% active; AID 720709, 2013;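 also: potency is read from the fitted curve at half-maximal effect; plate controls were vehicle for no effect and positive control for full effect; nearly all actives have a fitted effect of over 50% in size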
# Target sequence (O95398 whole entry, looked up): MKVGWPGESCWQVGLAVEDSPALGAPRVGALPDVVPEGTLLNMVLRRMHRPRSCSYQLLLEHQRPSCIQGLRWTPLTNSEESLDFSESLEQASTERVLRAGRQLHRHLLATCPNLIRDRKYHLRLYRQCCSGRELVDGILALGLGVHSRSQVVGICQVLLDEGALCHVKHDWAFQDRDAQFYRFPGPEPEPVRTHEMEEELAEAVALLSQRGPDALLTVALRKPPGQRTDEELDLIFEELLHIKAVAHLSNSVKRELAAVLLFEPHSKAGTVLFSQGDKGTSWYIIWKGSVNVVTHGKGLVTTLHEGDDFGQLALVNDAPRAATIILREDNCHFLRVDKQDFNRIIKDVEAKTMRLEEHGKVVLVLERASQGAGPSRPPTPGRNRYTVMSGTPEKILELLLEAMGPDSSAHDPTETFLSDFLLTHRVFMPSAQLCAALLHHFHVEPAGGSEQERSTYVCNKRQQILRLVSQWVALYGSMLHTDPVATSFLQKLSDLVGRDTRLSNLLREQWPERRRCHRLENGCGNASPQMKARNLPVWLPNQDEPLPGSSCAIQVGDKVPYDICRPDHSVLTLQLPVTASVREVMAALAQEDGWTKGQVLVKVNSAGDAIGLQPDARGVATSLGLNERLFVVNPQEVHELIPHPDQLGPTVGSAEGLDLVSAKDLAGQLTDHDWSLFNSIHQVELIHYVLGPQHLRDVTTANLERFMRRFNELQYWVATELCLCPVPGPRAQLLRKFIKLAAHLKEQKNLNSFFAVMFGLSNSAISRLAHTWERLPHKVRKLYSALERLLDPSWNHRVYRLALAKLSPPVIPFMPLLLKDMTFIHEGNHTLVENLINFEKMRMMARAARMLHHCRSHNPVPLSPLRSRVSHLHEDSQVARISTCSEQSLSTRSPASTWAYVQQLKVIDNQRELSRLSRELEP
# CCT chaperon mod – High-Throughput Screening for Modulators of Cytosolic Chaperonin Activity; 360,000 tested, 0.3% active; activity change, % (test concentration not listed), hits read low; purified chaperonin ATPase assay, HTRF ADP detection, 30 min; in the data active = activity change below about -30%; also: % is scaled to controls: 0 for no effect and ±100 for the full control effect
#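 Nucleotide hydrolysis assay: TRiC at 20–40 nM final (set by batch activity) with 10 uM ATP, 30 min at 37 °C, in presence of 76 uM compound. Detection by competitive ADP HTRF, 30 min ambient.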
# EPAC2 ag – qHTS for Agonist of cAMP-regulated guanine nucleotide exchange factor 4 (EPAC2): primary screen; Rap guanine nucleotide exchange factor 4 (Homo sapiens), Q8WZA2; EPAC2 activation, biochemical qHTS; response scale: 100% = 6.5 mM cAMP response; Potency, µM (series often up to 154 µM), for inactives: top-dose activation, most hits filed as activators; 360,000 tested, 0.079% active; AID 720711, 2013; also: potency is read from the fitted curve at half-maximal effect; nearly all actives have a fitted effect of over 50% in size
#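 Guanine nucleotide exchange by EPAC2 is measured as reduced fluorescence of BODIPY-GDP once it is released from 250 nM Rap1B. Plates are read kinetically for 30 min at room temperature; results are scaled to 6.5 mM cAMP.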
# WRN helicase inh – qHTS for Inhibitors of WRN Helicase. WRN helicase unwinding, fluorescent forked duplex, kinetic. Potency, µM (highest dose often 114 µM), inactives show at the highest dose activity change, negative = inhibition, actives largely listed as inhibitors. AID 651768, 2012. 360,000 tested, 0.46% active; also: potency is read from the fitted curve at half-maximal effect; % is scaled to controls: 0 for no effect and ±100 for the full control effect; nearly all actives have a fitted effect of over 55% in size
#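 Screening of the MLSMR collection measured strand separation of a quenched forked DNA duplex (100 nM) by 20 nM WRN with 2 mM ATP, all final. Compounds were preincubated with enzyme 15 min at room temperature.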
# PLK1 PBD block – qHTS for Inhibitors of PLK1-PDB (polo-like kinase 1 - polo-box domain): Primary Screen. Serine/threonine-protein kinase PLK1 (Homo sapiens), P53350. Plk1 PBD binding of FITC phosphopeptide, fluorescence polarization. Potency, µM, without a hit: max response, negative = inhibition, most hits filed as inhibitors. 360,000 tested, 2.8% active. AID 720504, 2013; also: potency is read from the fitted curve at half-maximal effect; series mostly up to about 57 µM; % is scaled to controls: 0 for no effect and ±100 for the full control effect; nearly all actives have a fitted effect of over 65% in size
# PI5P4K alpha inh – qHTS for Inhibitors of phosphatidylinositol 5-phosphate 4-kinase (PI5P4K); Phosphatidylinositol 5-phosphate 4-kinase type-2 alpha (Homo sapiens), P48426; PI5P4Kalpha enzyme, ADP-Glo luminescence, 60 min; active compounds read low; max response, %; 330,000 tested, 1.2% active; AID 652105, 2013; active = max response of -50% or lower; inconclusive = between -30% and -50%; inactive = -30% or higher; also: value at the top dose of about 77 µM; % is scaled to controls: 0 for no effect and ±100 for the full control effect
#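 Enzyme plus substrate dispensed, test compounds pinned in, then ATP (5 microM final) added. After 60 min at RT, ADP-Glo reagent 1 for 45 min and reagent 2 for 30 min preceded luminescence imaging.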
# IL2 activator – qHTS of IL-2 Activators. IL-2 activation reporter assay, cell-based qHTS; stimulated with anti-CD3/CD4/CD28 beads; in transgenic mouse T cells. activation, % (series mostly up to about 46 µM). 360,000 tested, 0.065% active; in the data active = activation above about 50%; inconclusive = mostly about 30% to 49%; also: 0% is about no effect
#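 Unstimulated transgenic mouse T cells; 60-min compound exposure; bead-based TCR/CD4/CD28 stimulation; 18 h culture, 37 degrees C; dual fluorescence (EGFP, DsRed) plate cytometry.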
# EPAC1 ag – qHTS for Agonist of cAMP-regulated guanine nucleotide exchange factor 3 (EPAC1): primary screen | Rap guanine nucleotide exchange factor 3 (Homo sapiens), O95398 | EPAC1 agonist qHTS, biochemical assay; response scale: 100% = response to 6.5 mM cAMP | Potency, µM (top dose mostly 154 µM), inactives show at the top dose activation, hits mostly activators | 360,000 tested, 0.073% active | AID 720707, 2013; also: potency is read from the fitted curve at half-maximal effect; nearly all actives have a fitted effect of over 60% in size
#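 EPAC1 100 nM, Rap1B–BODIPY-GDP 250 nM, unlabeled GDP 50 uM; compound titration; 5 min RT; kinetic read ex480/em540 at 5-min intervals ×30 min; data normalized to 6.5 mM cAMP agonist control.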
# * = called active by the depositor; ? = inconclusive; · = no result given; [ ] = remark or other dose. Unless noted, calls follow the shape of the dose curve; as a rule, active = well fitted curve in the direction sought with a large enough effect; inconclusive = small, poorly fitted or top-dose-only effect, or another doubt; inactive = no such curve, though single readings can be large; an effect the other way counts as inactive or inconclusive.
# Order of results – IL2 activator | CCT chaperon mod | PI5P4K alpha inh | PLK1 PBD block | EPAC2 ag | EPAC1 ag | WRN helicase inh | EPAC1 antagonist
Cc1ccc(OCc2nnc(SC3CCc4ccccc4C3=O)n2C)cc1 (configuration not stated)
    -3.5 | 2.8 | -9 | -19% | 0% | 5% | -21% | -13%
CN(C)c1ccc(/C=C(\NC(=O)c2ccccc2)C(=O)NCCN2CCOCC2)cc1
    0.2 | -2.3 | -5 | 2% | 5% | 7% | 5% | -4%
CCn1c(SCC(=O)C(C)(C)C)nnc1-c1cnccn1
    -2.4 | -6.0 | · | -9% | 11% | 5% | 0% | 0%
COc1ccc(/C(C)=N/NC(=O)CNC(=O)c2ccncc2)c(OC)c1
    -2.1 | -0.4 | -1 | -6% | -4% | 7% | 1% | 5%
N#Cc1cccc(C#N)c1Oc1ccc(N)cc1
    -0.2 | 1.2 | 4 | 0% | 3% | -3% | -8% | 8%
COC(=O)c1ccccc1NC(=O)C1CCN(C(=O)c2ccc(OC)cc2)CC1
    -0.8 | -1.5 | -8 | 0% | 4% | 1% | -1% | 1%
COc1cccc(CN2CC(C(=O)N3CCCCCC3)CCC2=O)c1 (configuration not stated)
    -0.8 | -2.0 | 1 | 5% | -3% | 4% | 1% | 4%
COc1ccc(CCn2c(=O)[nH]c3cc(C(=O)N4CCN(c5ccccn5)CC4)ccc3c2=O)cc1OC
    -0.4 | -3.7 | -12 | -13% | -7% | 7% | 2% | 5%
CCC(=O)OCOc1ccc(/C=C2/CCC(CN(C)C)C2=O)cc1 (configuration not stated)
    0.3 | 0.4 | -14 | 4.7µM* | 9% | 2% | 11µM* | -20%
O=C(N/N=C/c1cccc([N+](=O)[O-])c1)c1cnccn1
    0.5 | -0.3 | 0 | -2% | 2% | -4% | -8% | 9%
CCOC(=O)c1c(C)n(-c2ccccc2)c2ccc(OCCN(C)C)cc12
    -2.5 | -2.6 | 4 | 4% | 4% | 0% | 10% | -6%
CC(C)[C@H](NC(=O)OC(C)(C)C)c1nnc(SCc2cccc(F)c2)o1
    -1.6 | -1.6 | 1 | -4% | 2% | 3% | 5% | -23%
O=C(Cc1c(Cl)cccc1Cl)OCC(=O)N1CCN(C(=O)c2ccco2)CC1
    0.3 | -0.1 | -3 | 1% | -9% | 5% | 5% | 4%
Cc1cc(S(=O)(=O)N2CCCc3ccccc32)ccc1-n1cnnn1
    -0.2 | 0.1 | 4 | 3% | -4% | -6% | 3% | -10%
Cc1noc(C)c1NC(=O)N(C)C[C@@H]1Oc2ncc(Br)cc2C(=O)N([C@H](C)CO)C[C@@H]1C
    -0.4 | -3.7 | 3 | -12% | 5% | 6% | -6% | 7%
Nc1nc(NCc2ccccc2)n(-c2ccccc2)n1
    -1.4 | -0.9 | -2 | 8% | -6% | -9% | 0% | -1%
O=c1c2cn[nH]c2[nH]c(=S)n1-c1cccc2ccccc12
    0.0 | -0.4 | ? | -16% | -4% | 4% | -9% | 6%
CCCCN(C)C(=O)Cn1cnc2sc(C)c(S(=O)(=O)N3CCN(c4ccccc4OC)CC3)c2c1=O
    -0.5 | 2.1 | 6 | -5% | 2% | 1% | 15% | 16%
COc1ccccc1NC(=O)CN1C(=O)COc2ccc(S(=O)(=O)N3CCOCC3)cc21
    2.2 | 1.6 | 1 | -2% | 15% | -17% | 15% | -14%
Cc1oc(-c2ccc(Cl)cc2)nc1CS(=O)CC(=O)NCCCN(C)C1CCCCC1 (configuration not stated)
    -3.2 | 1.2 | 1 | -6% | -1% | 2% | 6% | 5%
COc1ccccc1CCNC(=O)c1ccc(NC(=O)CC2SC(N3CCCCC3)=NC2=O)cc1 (configuration not stated)
    0.3 | -1.5 | -3 | -2% | 12% | -14% | -3% | -2%
COc1ccc(C(C)=O)cc1Cn1c(=O)cc(C)[nH]c1=O
    -0.2 | 1.2 | 2 | -1% | -1% | -5% | -1%[57.1 µM] | 12%
Cc1ccc(-n2c(Cc3cccs3)nnc2SCC(=O)Nc2ccc(F)c(F)c2)cc1
    -3.0 | 0.5 | · | -2% | 2% | 6% | -3% | 0%
CCOc1ccc(N(C)S(=O)(=O)c2cc(-c3cc(C)no3)ccc2CC)cc1
    -4.8 | 1.2 | -3 | -2% | -3% | 7% | -9% | -24%
COc1cccc(NC(=O)CN(C)C(=O)c2c(C)nn(CC(C)C)c2Cl)c1
    -0.3 | 2.2 | -7 | 1% | -4% | -14% | -10% | -2%
C#CCOCCOCCOCCNc1nc(N2CCN(C(=O)C([C@@H](C)O)n3cc([C@@H](N)CCCCN)nn3)CC2)nc(N2CCN(C(=O)[C@H](CC(N)=O)n3cc(C(N)[C@@H](C)CC)nn3)CC2)n1 (some centres not stated)
    0.0 | -0.1 | 19 | 5% | -8% | 0% | 2% | 0%
CCc1sc(C(=O)N2CCN(c3ccc(F)cc3)CC2)cc1C
    -3.5 | -3.1 | 14 | -7% | 6% | 0% | -19% | -16%
O=C(N/N=C\c1ccccc1OCc1ccccc1)c1ccco1
    0.3 | -1.2 | -7 | -19% | 18% | 12% | -4% | -9%
CCOC(=O)C1CCCN(C2=NC(=O)/C(=C/c3ccc(O)c(OCC)c3)S2)C1 (configuration not stated)
    2.0 | -1.3 | -5 | 43%[activator] | 14% | 19% | 0% | -1%
COC(=O)C[C@@H]1CC[C@H](NC(=O)Nc2ccc(F)cc2)[C@@H](CO)O1
    -0.4 | · | -2 | -5% | 0% | 1% | -2% | -19%
COc1ccc(CC2=C(O)c3ccccc3C(=O)C2=O)cc1
    -3.6 | 2.3 | 1 | ? | -3% | -4% | 7% | -7%
Cc1ccc2oc(=O)c3cnn(CC(=O)N4CCCc5ccccc54)c3c2c1
    0.8 | 2.2 | 6 | -15% | -9% | -15% | -6% | ?
CCNC(=S)N=Nc1c(O)[nH]c2ccc([N+](=O)[O-])cc12
    -0.1 | 0.3 | ? | -9% | 0% | 5% | ? | -17%
CCCCN1C(=O)c2ccccc2C1C(=O)NC1CCCC1 (configuration not stated)
    -1.9 | -0.6 | · | -2% | 5% | 6% | 5% | 7%
Cc1ccc(C2N(C)C(=O)c3ccccc3N2C)cc1 (configuration not stated)
    1.9 | -1.6 | 0 | -7% | 8% | -1% | -15% | 8%
O=C1CC(NCCN2CCOCC2)C(=O)N1Cc1ccc(N2CCCC2=O)cc1 (configuration not stated)
    -0.6 | -1.7 | 2 | -23% | 6% | 0% | 14% | -15%
C=CCOc1c(CNc2ccc(C(=O)O)cc2)cccc1OCC
    1.3 | 1.2 | · | -3% | 4% | 4% | -2% | -3%
O=Cc1[nH]c2ccccc2c1N(C(=O)CCl)c1ccc([N+](=O)[O-])cc1
    0.6 | -1.0 | -2 | -8% | 14% | -4% | -5% | 8%
COc1ccc2occ(C(=O)c3coc4ccc(O)c(CN(C)C)c34)c2c1
    1.9 | 0.5 | · | -2% | 7% | 0% | 65%[activator] | -12%
CCC(C)(C)n1nnnc1CN1CCC(NC(=O)c2ccc(Br)cc2)CC1
    -3.9 | -0.1 | 2 | 0% | -3% | -6% | -11% | 5%
Cc1nc(N/C(N)=N/S(=O)(=O)c2ccccc2)nc2ccccc12
    0.7 | -0.1 | -7 | 5% | 9% | 9% | -3% | 4%
COc1cc(CCC(=O)OCC(=O)Nc2nc(C)c(Cl)cc2Cl)cc(OC)c1OC
    1.0 | -1.3 | · | -3% | 6% | 9% | 2% | 0%
C/C(=C\c1ccccc1)CN1CCC(C(=O)N2CCCCC2)CC1
    0.0 | -1.0 | -1 | -7% | -6% | 3% | -30% | 20%
O=C(Nc1ccc(Br)cn1)c1ccc(Br)s1
    0.3 | -1.4 | -7 | -10% | 12% | 13% | -4%[57.1 µM] | -5%
COc1cccc(-c2cc(CC3(O)CCN(CCCc4ccccc4)CC3)on2)c1
    -0.1 | -1.5 | -8 | -9% | 13% | 3% | 4% | 7%
CCN1CCN(C(=O)c2ccc(-c3nc4ccccc4s3)s2)CC1
    -1.4 | -1.4 | -14 | -12% | 5% | -22% | 15% | -5%
O=C(NNC(=O)c1n[nH]c2ccccc12)c1ccccc1
    0.1 | 3.0 | 0 | -12% | 2% | -11% | -14% | -25%
O=C(O)CCC(=O)N1CCN(c2ccccn2)CC1
    -1.8 | -0.8 | -2 | -5% | 7% | -4% | 5% | -18%

# Rewritten tab-delimited: part of the list above.
molecule	IL2 activator	CCT chaperon mod	PI5P4K alpha inh	PLK1 PBD block	EPAC2 ag	EPAC1 ag	WRN helicase inh	EPAC1 antagonist
C=CCOc1c(CNc2ccc(C(=O)O)cc2)cccc1OCC	1.3	1.2	·	-3%	4%	4%	-2%	-3%
O=Cc1[nH]c2ccccc2c1N(C(=O)CCl)c1ccc([N+](=O)[O-])cc1	0.6	-1.0	-2	-8%	14%	-4%	-5%	8%
COc1ccc2occ(C(=O)c3coc4ccc(O)c(CN(C)C)c34)c2c1	1.9	0.5	·	-2%	7%	0%	65%[activator]	-12%
CCC(C)(C)n1nnnc1CN1CCC(NC(=O)c2ccc(Br)cc2)CC1	-3.9	-0.1	2	0%	-3%	-6%	-11%	5%
Cc1nc(N/C(N)=N/S(=O)(=O)c2ccccc2)nc2ccccc12	0.7	-0.1	-7	5%	9%	9%	-3%	4%
COc1cc(CCC(=O)OCC(=O)Nc2nc(C)c(Cl)cc2Cl)cc(OC)c1OC	1.0	-1.3	·	-3%	6%	9%	2%	0%
C/C(=C\c1ccccc1)CN1CCC(C(=O)N2CCCCC2)CC1	0.0	-1.0	-1	-7%	-6%	3%	-30%	20%
O=C(Nc1ccc(Br)cn1)c1ccc(Br)s1	0.3	-1.4	-7	-10%	12%	13%	-4%[57.1 µM]	-5%
COc1cccc(-c2cc(CC3(O)CCN(CCCc4ccccc4)CC3)on2)c1	-0.1	-1.5	-8	-9%	13%	3%	4%	7%

# The list is partial; rates above refer to the full screens.
